Screening data (PubChem BioAssay)
BRCT PPI green – qHTS Assay for Inhibitors of BRCT-Phosphoprotein Interaction (Green Fluorophore); AID 875, 2007; Potency, µM (series often up to 76.9 µM), inactives show top-dose activity change, negative = inhibition, hits mostly inhibitors; BRCA1 BRCT-phosphopeptide binding, green fluorescence polarization; 75,000 tested, 0.05% active;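 further: potency means the concentration at half of the fitted maximal effect; plate controls were peptide without protein for full effect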
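Compounds were incubated for 12 min at room temperature with a complex of 100 nM fluorescein-tagged pBACH1 decapeptide and 250 nM His-tagged BRCT protein. Buffer was phosphate pH 7.3 with EDTA, DTT and Tween 20. Disruption of binding lowers the polarization signal.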
USP2a inh – qHTS Assay for Inhibitors of Ubiquitin-specific Protease USP2a. Ubiquitin carboxyl-terminal hydrolase 2 (Homo sapiens), O75604. USP2a enzymatic assay, qHTS inhibition. Potency, µM (titrated, usually from 38.3 µM), for inactives: at the top dose activity change, negative = inhibition, usual class: inhibitors. 60,000 tested, 0.1% active. AID 927, 2007;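 further: potency means the concentration at half of the fitted maximal effect; nearly all actives have a fitted effect of over 60% in size; plate controls were DMSO for no effect and NEM full inhibition control for full effect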
Target sequence (O75604 whole entry, looked up): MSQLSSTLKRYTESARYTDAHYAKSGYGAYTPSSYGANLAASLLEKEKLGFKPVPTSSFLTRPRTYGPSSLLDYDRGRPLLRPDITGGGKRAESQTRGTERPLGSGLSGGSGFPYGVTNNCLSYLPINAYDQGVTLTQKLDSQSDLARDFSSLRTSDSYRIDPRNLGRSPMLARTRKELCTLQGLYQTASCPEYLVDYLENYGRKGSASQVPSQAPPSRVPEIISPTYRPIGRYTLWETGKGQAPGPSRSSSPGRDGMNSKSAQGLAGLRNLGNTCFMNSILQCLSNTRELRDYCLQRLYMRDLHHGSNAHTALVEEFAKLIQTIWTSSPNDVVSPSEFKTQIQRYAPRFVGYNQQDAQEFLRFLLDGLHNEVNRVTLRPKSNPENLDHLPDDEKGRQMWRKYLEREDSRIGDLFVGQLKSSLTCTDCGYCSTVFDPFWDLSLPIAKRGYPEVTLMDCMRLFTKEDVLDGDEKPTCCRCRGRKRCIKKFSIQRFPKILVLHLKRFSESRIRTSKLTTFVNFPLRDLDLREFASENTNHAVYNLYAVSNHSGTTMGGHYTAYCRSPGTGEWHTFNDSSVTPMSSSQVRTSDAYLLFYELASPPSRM
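USP2 core (20nM final) preincubated 30 min RT with compound, then Ub-PLA2 20nM and NBD C6-HPC 20uM final added; buffer 20mM Tris-HCl pH 8.0, 2mM CaCl2. Fluorescence Ex 460/Em 535 read at 0 and 2.5 h; normalized to NEM.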
HEK293 cAMP ctrl – qHTS Assay for Agonists of the Thyroid Stimulating Hormone Receptor: Activators of Intracellular cAMP Concentrations in Parental HEK 293; parental HEK293 CNG cAMP sensor, membrane potential fluorescence; Potency, µM (highest dose often 57.1 µM), for inactives: at the top dose activation, hits mostly activators; 73,000 tested, 2.5% active; further: potency means the concentration at half of the fitted maximal effect; % of control where 0% means no effect; nearly all actives have a fitted effect of over 55% in size
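Parental HEK 293 cells stably expressing a modified CNG channel (no TSHR) report cAMP rise as membrane depolarization. Membrane potential dye with 100 uM RO 20-1724 was loaded for 60 min at room temperature, then compound added for 30 min; fluorescence read at 590 nm.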
15-hLO inh – qHTS Assay for Inhibitors of 15-hLO (15-human lipoxygenase). 74,000 tested, 1.4% active. Polyunsaturated fatty acid lipoxygenase ALOX15 (Homo sapiens), P16050. Potency, µM (highest dose often 57.1 µM), for inactives: top-dose activity change, negative = inhibition, most hits filed as inhibitors. purified 15hLO-1, xylenol orange hydroperoxide absorbance; further: potency means the concentration at half of the fitted maximal effect; on the % scale 0 is the no-effect control and ±100 the full control effect; nearly all actives have a fitted effect of over 55% in size
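Inhibition is scored from a chromogenic endpoint. After 15 min enzyme-compound contact, arachidonic acid (50 uM final) reacts 6 min with 40 nM 15hLO-1 at room temperature, then Fe-XO reagent is added for 30 min and absorbance ratio recorded.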
Rhodamine autofl – qHTS Assay for Spectroscopic Profiling in Rhodamine Spectral Region; Rhodamine-region fluorescence, 547/598 nm, Tris buffer; stronger effect = higher value; AID 594, 2007; max dye-equivalent concentration, M; 59,000 tested, 0.05% active; in the data active means max dye-equivalent concentration above about 11 nM; inconclusive means between about 1.1 nM and that limit
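Steps: pin-transfer compounds into pH 8.0 Tris (100 mM), hold 15 min at room temperature, image with a 547/598 nm filter pair, and convert intensities to rhodamine-equivalent concentration using a six-point on-plate rhodamine series.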
Tau fil binding – qHTS Assay for Tau Filament Binding; recombinant tau filaments, thioflavin S fluorescence, 15 h; filaments grown with octadecylsulfate alongside compound; AID 596, 2007; Microtubule-associated protein tau (Homo sapiens), P10636; Potency, µM (top dose mostly 57.1 µM), without a hit: at the highest dose activity change, negative = inhibition; 71,000 tested, 2% active;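 further: potency means the concentration at half of the fitted maximal effect; on the % scale 0 is the no-effect control and ±100 the full control effect; actives lower thioflavin S fluorescence by blocking filaments or displacing dye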
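Quantitative HTS: thioflavine S signal from ODS-induced tau filaments, excited at 450 nm, emission 510 nm. Conditions: 1 uM tau, 30 uM ODS, 15 h at 37 C, pH 7.4.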
Casp1 inh – qHTS Assay for Allosteric/Competitive Inhibitors of Caspase-1; P29466; Caspase-1 enzyme, Ac-WEHD-AFC fluorogenic rate; Potency, µM (highest dose often 57.5 µM), for the others: at the top dose activity change, negative = inhibition, actives largely listed as inhibitors; 75,000 tested, 0.03% active; AID 900, 2007;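 further: potency means the concentration at half of the fitted maximal effect; plate controls were vehicle for no effect and no substrate for full effect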
HADH2 inh – qHTS Assay for Inhibitors of HADH2 (Hydroxyacyl-Coenzyme A Dehydrogenase, Type II); AID 886, 2007; 3-hydroxyacyl-CoA dehydrogenase type-2 (Homo sapiens), Q99714; 73,000 tested, 3.4% active; Potency, µM (highest dose often 57.1 µM), inactives show at the highest dose activity change, negative = inhibition, most hits filed as inhibitors; recombinant HADH2, NADH fluorescence, beta-hydroxybutyryl-CoA; further: potency means the concentration at half of the fitted maximal effect; on the % scale 0 is the no-effect control and ±100 the full control effect; nearly all actives have a fitted effect of over 60% in size; many of its hits are not listed in these tables
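20 nM HADH2 + cpd, 15 min RT; add 1 mM NAD+/90 uM beta-hydroxybutyryl-CoA; kinetic fluorescence 360/450 nm, 4 min. Tris-HCl pH 9.0, 0.01% Tween-20.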
BRCT PPI red – qHTS Assay for Inhibitors of BRCT-Phosphoprotein Interaction (Red Fluorophore); Breast cancer type 1 susceptibility protein (Homo sapiens), P38398; Potency, µM (top dose mostly 76.9 µM), for the others: top-dose activity change, negative = inhibition, hits mostly inhibitors; 75,000 tested, 0.03% active; BRCT-phosphopeptide binding, red fluorescence polarization; AID 892, 2007; further: on the % scale 0 is the no-effect control and ±100 the full control effect
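Rhodamine-labelled pBACH1 10-mer (100 nM) bound to BRCT domain (100 nM) at pH 7.3; compounds incubated 12 min room temperature, polarization read. Free peptide defines full inhibition; unlabelled decapeptide titrated as control.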
Pol III holo inh – qHTS Assay for Inhibitors of DNA Polymerase III Holoenzyme System. 71,000 tested, 0.25% active. reconstituted DNA polymerase III holoenzyme replication, biochemical. Potency, µM (doses to about 57.1 µM), inactives show at the top dose activity change, negative = inhibition. AID 603, 2007; further: potency means the concentration at half of the fitted maximal effect; on the % scale 0 is the no-effect control and ±100 the full control effect
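Reconstituted *E. coli* holoenzyme (0.35 nM Pol III, 1 nM beta, 154 nM SSB, 2 nM primase) was preincubated with compound for 15 min at RT. Synthesis on 1.4 nM ssM13Gori ran 35 min, then was stopped with PicoGreen/EDTA and read as dsDNA fluorescence.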
Casp7 inh – qHTS Assay for Allosteric/Competitive Inhibitors of Caspase-7; P55210; recombinant caspase-7, Ac-DEVD-AFC fluorescence rate; Potency, µM (highest dose often 57.5 µM), for the others: at the top dose activity change, negative = inhibition, actives largely listed as inhibitors; AID 889, 2007; 75,000 tested, 0.02% active; active means well fitted inhibition curve with a large enough effect in the main read-out, with a control signal flat, not every such curve was filed as active; inconclusive means small, poorly fitted or top-dose-only effect, or a change in a side signal; further: potency means the concentration at half of the fitted maximal effect; % of control where 0% means no effect
Target sequence (P55210 24-198 limits assumed): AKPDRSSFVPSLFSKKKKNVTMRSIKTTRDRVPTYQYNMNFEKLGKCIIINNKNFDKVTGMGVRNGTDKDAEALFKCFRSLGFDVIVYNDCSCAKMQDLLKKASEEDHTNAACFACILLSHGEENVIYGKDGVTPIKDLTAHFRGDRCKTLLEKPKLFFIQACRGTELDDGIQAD
Target sequence (P55210 207-303 limits assumed): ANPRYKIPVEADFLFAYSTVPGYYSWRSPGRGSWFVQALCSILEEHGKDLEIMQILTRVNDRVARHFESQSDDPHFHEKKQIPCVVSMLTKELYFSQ
* hit, by the source's call; i = inactive; ? = inconclusive; nt = not tested or not shown; [ ] = dose if it differs, or a comment. Unless noted, the call rests on the fitted dose curve; in most records, active means well fitted curve in the direction sought with a large enough effect; inconclusive means small, poorly fitted or top-dose-only effect, or another doubt; inactive means no such curve, though single readings can be large; an effect the other way counts as inactive or inconclusive.

molecule	Casp1 inh	Rhodamine autofl	Casp7 inh	BRCT PPI green	HADH2 inh	15-hLO inh	HEK293 cAMP ctrl	USP2a inh	Tau fil binding	BRCT PPI red	Pol III holo inh
CC1CCCC(C)N1C(=O)c1cc(-c2cccs2)on1 (stereo not drawn)	-3%	i	-5%	-1.4%	0%	8%	16%	-14%	-4%	-0.4%	1%
CC(=O)c1ccc(OCCCC(=O)OCC(=O)N2CCN(c3ccccc3)CC2)cc1	3%	i	-1%	2.2%	-9%	-4%	3%	5%	4%	-0.4%	-8%
CC1CCN(CCCNC(=O)c2ccc(CS(=O)(=O)Cc3ccccc3F)o2)CC1	0%	i	-3%	-1.1%	5%	5%	6%	2%	-2%	-0.4%	6%
O=C(NCCc1ccccc1F)C1CCCN1S(=O)(=O)c1ccccc1 (stereo not drawn)	-2%	nt	-1%	-3.3%	-5%	1%	1%	nt	nt	-2.0%	nt
Cc1cccc(NC(=O)Cn2c(C)c(C#N)c3ccccc32)c1C	-2%	i	1%	0.1%	24%	-20%	?	0%	204%	-1.0%	-2%
O=S(=O)(c1ccc(Sc2nnc3ccccn23)nc1)N1CCOCC1	3%	i	-2%	-0.5%	4%	0%	-1%	3%	-5%	0.0%	-8%
CC1=CS/C(=C(/C#N)C(=O)N2CCOCC2)N1c1ccccc1	2%	nt	7%	-1.1%	-10%	2%	-1%	-2%	7%	0.4%	-14%
O=C(CSc1ccccc1)Nc1ccncc1	-1%	i	-1%	0.0%	?	1%	6%	2%	14%	0.0%	-2%
CN(C)CCc1c[nH]c2ccc(CS(=O)(=O)N3CCCC3)cc12	1%	nt	3%	-1.2%[3.08 µM]	nt	-3%	nt	-14%	nt	3.4%	nt
CCCn1c(NCc2cccc(OC)c2O)nc2ccccc21	1%	i	-2%	0.2%	2%	-1%	9%	7%	5%	-1.0%	0%

molecule	Casp1 inh	Rhodamine autofl	Casp7 inh	BRCT PPI green	HADH2 inh	15-hLO inh	HEK293 cAMP ctrl	USP2a inh	Tau fil binding	BRCT PPI red	Pol III holo inh
CC1CCCCC1NS(=O)(=O)c1ccc(S(=O)(=O)N2CCN(CCC#N)CC2)cc1 (stereo not drawn)	-4%	nt	-1%	1.1%	-6%	-3%	11%	nt	1%	0.7%	-1%
Nc1ccc(-c2nnc(-c3ccc(-c4ccccc4)cc3)o2)cc1	3%	i	-3%	-1.2%	32µM*	?	-2%	13%	276%	-1.7%	3%
Cc1cc(NC(=O)Nc2ccc(N(C)C)cc2)c2cc(F)cc(F)c2n1	-3%	nt	-2%	-3.1%	-8%	-4%[25.6 µM]	-14%	nt	32µM*	0.6%	0%
O=C(O)CCCC(=O)Nc1ccccc1C(=O)N1CCCC1	-2%	i	1%	0.2%	28%	0%	-3%	8%	3%	0.9%	1%
CCOC(=O)N1CCN(C(=O)C2CCN(c3ncnc4c3sc3cccc(F)c34)CC2)CC1	-6%	i	-10%	2.0%	-8%	-3%	22%	21%	4%	-1.0%	-4%
CC1=C(C(=O)OCc2ccccc2)C(c2ccccc2OC(F)F)NC(=O)N1 (stereo not drawn)	-2%	nt	-1%	1.6%	-28%[11.4 µM]	-11%[11.4 µM]	-2%[11.4 µM]	11%[7.66 µM]	-23%[11.4 µM]	-1.2%	-2%[11.4 µM]
Cc1cc(C)nc(SCc2nnc(SCC(=O)Nc3ccc(Cl)c(C(F)(F)F)c3)o2)n1	1%	i	-11%	-0.2%	0%	-13%	12%	38%[activator]	3%	0.2%	-4%
COc1cccc(NC(=O)CN(c2cccc(F)c2)S(C)(=O)=O)c1	1%	i	-4%	0.7%	-3%	0%	18%	-1%	?	-0.7%	-2%
Cc1c(O)ccc(C(=O)CN2C(=O)c3ccccc3C2=O)c1O	-2%	i	-2%	-0.1%	?	?	-3%	8%	-12%	0.0%	-5%
COCCNc1ncnc2ccc(-c3cccnc3)cc12	2%	i	2%	1.4%	?	-27%	5%	-12%	-13%	-1.9%	-7%

molecule	Casp1 inh	Rhodamine autofl	Casp7 inh	BRCT PPI green	HADH2 inh	15-hLO inh	HEK293 cAMP ctrl	USP2a inh	Tau fil binding	BRCT PPI red	Pol III holo inh
CN=C(NC)SC1CC(=O)N(c2ccccc2)C1=O (stereo not drawn)	-3%	nt	-2%	-2.1%	3%	10%	-3%	6%	20%	1.1%	-3%
CC(NC(=O)C1CC=CCC1C(=O)O)C1CC2CCC1C2 (stereo not drawn)	-1%	i	1%	-1.9%	3%	15%	7%	-7%	8%	-1.0%	-1%
C/C(CCN1CCCc2nc(C)c(C)cc21)=N\OC[C@@H](C)[C@H](OCc1ccccc1)C(C)C	-1%[11.5 µM]	nt	-3%[11.5 µM]	-2.9%[15.4 µM]	11%[11.4 µM]	-3%[11.4 µM]	11%[11.4 µM]	nt	nt	2.2%[15.4 µM]	nt
COc1ccc(-n2c(=S)[nH]c3cc(C(=O)NCCCN4CCCC4=O)ccc3c2=O)cc1	0%	i	-1%	-1.1%	-10%	4%	2%	7%	-14%	0.5%	-2%
O=C(CN1CCC(O)(c2ccc3c(c2)OCO3)CC1)OC1CCCCC1	-1%	i	2%	0.6%	5%	4%	22%	2%	-5%	0.1%	-4%
CCC(=O)Nc1ccc(NC(=O)C23CC4CC(CC(C4)C2)C3)cn1	-2%	i	-1%	-1.1%	-15%	3%	?	16%	0%	-3.4%	-9%
COc1ccc(C(C)=O)cc1COC(=O)Cn1cnc2ccccc2c1=O	-5%	i	0%	0.4%	-4%	-2%	-9%	7%	4%	1.3%	-2%
O=S(=O)(c1ccc2nc(COc3ccccc3)[nH]c2c1)N1CCOCC1	1%	i	-1%	-1.5%	-1%	-8%	-2%	1%	7%	0.4%	4%
Cc1nc(NC(=O)C2CC2)sc1C(=O)N1CCCCC1	3%	i	-1%	0.0%	0%	-2%	4%	8%	14%	-0.7%	-3%
CCOC(=O)c1c(-c2ccccc2)csc1NC(=O)c1nn(CC)cc1Br	-2%	i	0%	-1.2%	32µM*	-6%	4%	6%	45%	0.3%	6%

molecule	Casp1 inh	Rhodamine autofl	Casp7 inh	BRCT PPI green	HADH2 inh	15-hLO inh	HEK293 cAMP ctrl	USP2a inh	Tau fil binding	BRCT PPI red	Pol III holo inh
O=c1cc(-c2ccc(O)c(O)c2)oc2cccc(O)c12	0%	i	-13%	0.6%	?	0.4µM*	5%	nt	40µM*	-0.4%	-19%
CCC(C)(C(=O)NC1CCCC1)N(C(=O)c1cnccn1)c1ccccc1 (stereo not drawn)	1%	nt	-3%	0.0%	8%	-10%	23%	nt	-2%	-1.1%	-3%
Cc1ccccc1NC(=O)NCCN1C(=O)C2C3C=CC(C3)C2C1=O (stereo not drawn)	-2%	nt	0%	-1.3%	1%	4%	9%	nt	4%	-1.7%	-3%
O=C(O)CCCC(=O)Nc1ccc(Cl)c(Cl)c1	-2%	nt	0%	-0.9%	1%	6%	4%	6%	-1%	0.9%	0%
CN(C)c1ccc(-c2ccc3ncnc(N4CCNCC4)c3c2)cc1	-6%	i	-4%	-1.5%	6%	-1%	-16%	13%	13µM*	-2.1%	-13%
Cc1nc2nc(CSc3nnc(C)s3)cc(=O)n2[nH]1	-3%	i	-1%	-0.7%	-7%	5%	15%	-6%	-2%	-0.8%	-4%

Of the compounds above, these contain a Cl atom:
molecule	Casp1 inh	Rhodamine autofl	Casp7 inh	BRCT PPI green	HADH2 inh	15-hLO inh	HEK293 cAMP ctrl	USP2a inh	Tau fil binding	BRCT PPI red	Pol III holo inh
Cc1cc(C)nc(SCc2nnc(SCC(=O)Nc3ccc(Cl)c(C(F)(F)F)c3)o2)n1	1%	i	-11%	-0.2%	0%	-13%	12%	38%[activator]	3%	0.2%	-4%
O=C(O)CCCC(=O)Nc1ccc(Cl)c(Cl)c1	-2%	nt	0%	-0.9%	1%	6%	4%	6%	-1%	0.9%	0%

Some of the compounds tested (hit frequency here may not be typical).
